# TbPYK inhibitor – blocks Trypanosoma brucei pyruvate kinase | TbPYK enzyme, Kinase-Glo Plus ATP luminescence, 45 min | AID 624173 | hit rate 0.12% among 410,000 | Potency, µM (doses to about 76.8 µM), inactives show at the highest dose activity, negative = inhibition, actives largely listed as inhibitors; note: potency is the fitted concentration of half-maximal effect; % is set by controls: 0 for no effect and ±100 for the full control effect; nearly all actives have a fitted effect of over 50% in size
#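 In this concentration-response screen, enzyme-free wells defined baseline while DMSO plates tracked drift. Each reaction combined TbPYK, substrate, compound and 130 uM ADP for 45 min at room temperature. Kinase-Glo Plus luminescence gave the signal.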
# Pf growth 96h – P. falciparum growth inhibition at 96 hours; P. falciparum luciferase reporter growth, 96 h; hit rate 6.9% among 320,000; AID 504834; Potency, µM (highest dose often 28.7 µM), for the others: at the highest dose activity change, negative = inhibition, actives largely listed as inhibitors; note: potency is the fitted concentration of half-maximal effect; % is set by controls: 0 for no effect and ±100 for the full control effect
#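 Delayed-death screen, second-generation endpoint: infected erythrocytes, 2% hematocrit, 0.05% parasitemia final; 96 hours at 37 C, 5% CO2; luciferase detection reagent; luminescence decrease equals reduced growth.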
# Shiga toxin inh – inhibitors of Shiga toxin in Vero cells; AID 2315; inhibition, % at 38.7 µM; Vero cells, Shiga toxin protein synthesis inhibition reporter; hit rate 9.2% among 290,000; in the data active = inhibition mostly above about 28%, no sharp cut-off; inactive = mostly below about 43%; note: 0% is about no effect
# LmPK inhibitor – LmPK (Leishmania mexicana) enzyme inhibition | hit rate 0.37% among 290,000 | AID 1721 | Potency, µM (titrated, usually from 57.5 µM), for the others: at the highest dose activity change, negative = inhibition, most hits filed as inhibitors | Q27686 | purified LmPK, Kinase-Glo ATP luminescence, 1 h; note: potency is the fitted concentration of half-maximal effect; % is set by controls: 0 for no effect and ±100 for the full control effect
# Target sequence (Q27686 whole entry, looked up): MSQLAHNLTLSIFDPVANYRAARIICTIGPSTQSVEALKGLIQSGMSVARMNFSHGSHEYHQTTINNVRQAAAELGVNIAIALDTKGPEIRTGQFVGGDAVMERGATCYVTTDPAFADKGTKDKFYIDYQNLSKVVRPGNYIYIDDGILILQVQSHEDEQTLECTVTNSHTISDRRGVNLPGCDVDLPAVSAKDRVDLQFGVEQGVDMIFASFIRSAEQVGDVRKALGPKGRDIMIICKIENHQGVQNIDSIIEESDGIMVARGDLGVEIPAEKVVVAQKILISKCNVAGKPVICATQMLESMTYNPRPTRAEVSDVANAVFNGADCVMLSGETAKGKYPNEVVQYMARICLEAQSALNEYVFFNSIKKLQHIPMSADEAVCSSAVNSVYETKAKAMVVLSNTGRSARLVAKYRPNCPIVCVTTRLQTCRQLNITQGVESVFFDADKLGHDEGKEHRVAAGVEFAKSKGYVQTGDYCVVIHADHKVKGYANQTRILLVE
#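 qHTS format; LmPK 0.1 nM; substrates PEP 0.5 mM and ADP 0.1 mM. One-hour room-temperature incubation, then coupled luciferase luminescence; 0.5 nM enzyme wells mark activation.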
# Pf growth 48h – inhibits P. falciparum growth in the first generation, 48 h | P. falciparum luciferase growth in erythrocytes, 48 h | Potency, µM (series often up to 28.7 µM), for inactives: at the highest dose activity change, negative = inhibition, usual class: inhibitors | hit rate 5.9% among 310,000; note: potency is the fitted concentration of half-maximal effect; % is set by controls: 0 for no effect and ±100 for the full control effect
#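 Read-out is firefly luciferase luminescence from an integrated reporter in P. falciparum, so falling signal marks reduced parasite growth. Infected erythrocytes were at 2% hematocrit and 0.1% parasitemia (final) in Albumax-supplemented RPMI 1640.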
# Cycloheximide cs – affects cycloheximide protein synthesis inhibition readout, counter-screen; cell reporter, cycloheximide protein synthesis inhibition counterscreen; max response, %; hit rate 12% among 300,000; AID 2314; in the data active = max response mostly above about 13%, no sharp cut-off; inactive = mostly below about 14%; note: read at 38.3 µM for the half of the compounds with a filed dose; 0% is about no effect
# AMA1 RON2 block – disrupts binding of P. falciparum AMA1 to RON2; AlphaScreen AMA1-biotinylated RON2 peptide binding; Potency, µM (highest dose often 58.2 µM), for the others: at the top dose activity change, negative = inhibition, most hits filed as inhibitors; hit rate 0.2% among 360,000; AID 720542;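 note: potency is the fitted concentration of half-maximal effect; 0% = vehicle wells and -100% = peptide control; nearly all actives have a fitted effect of over 45% in size; some results filed as inactive show a strong effect at the top dose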
#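 AMA1 (3D7) with his tag at 25 nM final met compounds first, then biotinylated RON2 peptide at 25 nM; detection used donor plus acceptor beads, 10 µg/mL apiece, read by AlphaScreen after 30 min at room temperature.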
# Starred values were filed as active, the others as inactive; u = inconclusive; x = no result given; & = joins results of further samples; [ ] = remark or other dose. Unless noted, calls come from the whole dose curve; as a rule, active = well fitted curve in the direction sought with a large enough effect; inconclusive = small, poorly fitted or top-dose-only effect, or another doubt; inactive = no such curve, though single readings can be large; an effect the other way counts as inactive or inconclusive.
SMILES,TbPYK inhibitor,Pf growth 96h,Shiga toxin inh,LmPK inhibitor,Pf growth 48h,Cycloheximide cs,AMA1 RON2 block
CCn1c(=O)n(CC)c2cc(S(=O)(=O)N3CCc4ccccc43)ccc21,7%,x,-15,-1%,u,-1,-14%
CC(=O)Nc1cc2cc(NS(=O)(=O)c3ccc(Cl)cc3)ccc2oc1=O,-7%,9%,-14,5%,-1%,-3,-1%
COC(=O)Cc1ccc(NC(=S)NCCCN2CCOCC2)cc1,-18%,u,-12,2%,-17%,-5,-19%
COc1nc(N/N=C/c2cc3c(cc2Br)OCO3)nc(N2CCOCC2)n1,-1%,12%,-19,-2%,-16%,-7,43%[activator]
CC(C)NC(=O)CSc1nc2ccccc2n1-c1ccccc1,1%,-57%,-7,3%,u,-4,30%[activator]
Cc1cccc(C(=O)O/N=C(\N)c2ccc(Br)cc2)c1,-6%,u,63,5%,x,56*,2%
O=C(NCCN1CCCC1)C1CCN(S(=O)(=O)N2CCC3(CC2)OCCO3)CC1,-21%,u,-11,1%,x,-2,-2%
O=C(CN1CCCC1)N1CCCc2c1c(=O)oc1ccc(OCc3ccccc3)cc21,-6%,x,-12,0%,u,-6,24%
COc1ccc(-c2cc(C(F)F)n3ncc(C(=O)N4CCCCC4)c3n2)cc1,2%,x,17,6%,u,7,0%
O=C(CCNC(=O)c1ccc(Br)cc1)NCCCSc1ccccc1,-2%,4%,x,x,-21%,x,-7%
COc1cc(NC(=O)COC(=O)c2ccc(C)c(S(=O)(=O)N3CCCCC3)c2)c(C)cc1[N+](=O)[O-],1%,u,57*,5%,6%,72*,5%
Cc1ccccc1C(=O)Nc1nnc(-c2ccc(F)cc2)o1,1%,u,-3,2%,x,-4,75%[activator]
C/C=C(\C)C(=O)NCCN1C2=NC[C@H](C(C)C)N2C[C@H]1Cc1ccc(O)cc1,2%,3.3µM*,11,5%,5%,-2,5%
Cc1ccc2oc(=O)cc(CN3CCN(Cc4ccccc4)CC3)c2c1,3%,u,-1,1%,u,1,-5%
Cc1ccc(C)c(-n2c(SCC(=O)O)nc3sc4c(c3c2=O)CCCC4)c1,-4%,-7%,-8,0%,-7%,-4,u
O=C(CS(=O)c1ccccc1[N+](=O)[O-])Oc1ccc(Br)cc1 (centres undefined),-5%,u,-8,-4%,-4%,1,-1%
O=C(CSc1nc(-c2ccccc2)c(-c2ccccc2)[nH]1)N1CCN(S(=O)(=O)c2ccccc2)CC1,-2%,u,-5,0%,x,-2,-2%
O=CNCCCc1nc2ccccc2n1Cc1ccccc1,1%,u,-13,4%,-19%,-1,34%[activator]
CCc1ccc2[nH]c(=O)c(C(c3nnnn3CC3CCCO3)N3CCN4CCCC4C3)cc2c1 (centres undefined),-5%,u,-4,2%,u,-1,-4%
CC(C)c1nnc(NC(=O)CCC(=O)N2CCN(Cc3ccccc3)CC2)s1,2%,-12%,-8,4%,5%,-2,-2%
O=C(NCc1ccc2c(c1)OCO2)c1ccc(S(=O)(=O)N2CCCCC2)cc1,x,x,-25,3%,-7%,5,-2%
Cc1ccc(C(=O)C(OC(=O)CN2C(=O)c3ccccc3C2=O)c2ccccc2)cc1 (centres undefined),x,-5%,-8,1%,u,6,1%
O=C(CSc1nc(NS(=O)(=O)c2ccccc2)cc(=O)[nH]1)Nc1cccc(C(F)(F)F)c1,-2%,31%[activator],-10,8%,u,7,0%
Cc1nn2c(=S)[nH]nc2[nH]c1=O,u,-1%,-15,13%,0%,-3,6%
CC(=O)N1CCN(c2ccc(NC(=O)c3ccc(Cl)c([N+](=O)[O-])c3)cc2)CC1,-1%,12%,-6,1%,0%,-3,-10%
O=C(Oc1ccccc1)c1cc2ccccc2oc1=O,2%,40%[activator],16,3%,21%,15,-9%
COc1ccc(N2C(=O)C3CCCN3C2c2cc(OC)c(OC)cc2OC)cc1 (centres undefined),0%,46%[activator],35,3%,x,1,-1%
CCOC(=O)C1(CCOc2ccccc2)CCN(S(=O)(=O)N(C)C)CC1,4%,u,6,2%,u,-1,9%
CCN1CCN(C(=O)C2CCN(S(=O)(=O)c3ccc(SC)cc3)CC2)CC1,-4%,10%,-8,1%,-19%,11,-3%
CC(C)Cn1c(SCC(=O)Nc2cccc(S(N)(=O)=O)c2)nc2ccccc2c1=O,5%,u,-12,0%,u,1,0%
Cc1cc(C)n(-c2nc3c(c(=O)[nH]c(=O)n3C)n2CC(O)COc2ccccc2)n1 (centres undefined),1%,-23%,-19,-1%,2%,-4,4%
CCC(C)Nc1nc(N)c([N+](=O)[O-])c(N2CCCCCC2)n1 (centres undefined),1%,u,-5,3%,u,-3,-5%
COc1cccc(CN(C)C(=O)c2ccc3c(=O)n4c(nc3c2)CCC4)c1,-9%,0%,x,x,-16%,x,13%
CCC(=O)Nc1c(-c2ccc(OC)cc2)c(=O)c2ccccc2n1C,-8%,x,-4,-3%,-3%,-2,30%
COc1ccc(CNC(=O)Nc2cccc(Cl)c2)cc1,6%,10µM*,46*,0%,71%[activator],43*,3%
Cc1[nH]c2ccccc2c1SCC(=O)N1CCCc2ccccc21,3%,u,-7,-7%,-30%,-4,-17%
N#Cc1cnc(Nc2nc3ccccc3o2)nc1-c1ccccc1,-11%,x,27,-2%,-8%,7,88%[activator]
CCC1CCc2sc(C(=O)NCc3ccccn3)cc2C1 (centres undefined),-3%,u,61*,1%,-16%,37*,79%[activator]
O=C(O)c1ccccc1OCC1CCCO1 (centres undefined),3%,34%[activator],21,1%,15%,7,-2%
O=C(C1=C[C@@H]2[C@H]3C(=O)N(c4cccc(Cl)c4)C(=O)[C@H]3[C@@H](C(=O)c3ccc(Cl)cc3)N2C=C1)c1ccccc1,-16%,-22%,16,-1%,4%,1,9%
Cn1cccc1CC(=O)NNC(=O)Nc1cccc(Cl)c1,3%,51%[activator],-12,2%,9%,1,66%[activator]
COc1ccc(C(=O)NCN2CCN(c3ccccc3)CC2)cc1OC,-8%,u,x,x,-13%,x,4%
Cc1ccnc(NC(=O)c2ccc(Cl)c(NC(=O)C(C)Oc3ccccc3)c2)c1 (centres undefined),3%,u,30,0%,u,14,3%
CC(C)(C#N)Cc1cc(CC(C)(C)C#N)cc(C(C)(C)C)c1,-1%,u,9,4%,4%,1,4%
O=C(c1cccc(S(=O)(=O)Nc2ccccc2F)c1)N1CCN(c2ccccc2F)CC1,-1%,4%,-9,3%,12%,0,15%
COc1ccccc1CNC(=O)CCCNC(=O)c1ccc(Cl)cc1,1%,0%,6,-5%,-5%,8,1%
CCC(=O)NC(=S)Nc1ccc(NC(=O)COc2ccc([N+](=O)[O-])cc2)cc1,-4%,9%,10,2%,-18%[5.75 µM],-1,-3%
COc1ccccc1CCC(=O)Nc1ccc(C)cc1Cl,0%,119%[activator],90*,1%,193%[activator],55*,10%
S=C(NCCc1ccccc1)NCc1ccccc1Cl,-4%,59%[activator],18,-3%,-2%,2,-1%
CCN(C(=O)COC(=O)c1cc(S(=O)(=O)N(C)C)ccc1Cl)C1CCS(=O)(=O)C1 (centres undefined),3%,-16%,x,x,11%,x,-1%
CCCOc1ccccc1C1C(C(=O)OC)=CN(C(C)C)C=C1C(=O)OC,2%,x,29,-1%,13µM*,-2,61%[activator]
COc1ccccc1N1CCN(C(CNC(=O)c2ccco2)c2cccnc2)CC1 (centres undefined),-4%,-27%,-6,13%,-9%,-3,-1%
COc1ccc(CCNC(=O)COC(=O)c2cnc(C)cn2)cc1,-8%,44%[activator],-26,-1%,8%,-3,12%
Cc1cccc(NC(=O)C2CCC(CNC(=O)[C@@H]3Cc4ccccc4CN3)CC2)c1 (some centres undefined),5%,-1%,-15,5%,13%,6,-2%
Cc1c(N(C)C)c(=O)n(-c2ccccc2)n1C,-4%&-8%,u,x,x,6%&-1%,x,6%
Cc1cc(NC(=O)CCC(=O)N(c2cccnc2)C(C(=O)NC2CCCC2)c2ccccc2)no1 (centres undefined),4%,29%,-8,-3%,-20%,-4,-8%
Cc1nc(C)n(C(=O)N(c2ccccc2)c2ccccc2)n1,2%,3%,-9,6%,10%,-3,8%
CCOC(=O)[C@H]1[C@H]2COc3ccc(Br)cc3[C@@H]2N2C(=O)CN(Cc3ccco3)C(=O)[C@@]12C,-15%,u,x,x,u,x,-8%
CC(=O)N1c2ccc(S(=O)(=O)N3CCCCC3)cc2CC1C(=O)Nc1ccccc1C(F)(F)F (centres undefined),4%,u,-1,-4%,-14%,-5,-13%
COc1cccc(C(=O)N(C)CC2CCN(CCc3cccc(C(F)(F)F)c3)CC2)c1,6%,u,-1,0%,-22%,-2,7%

# More compounds follow.
SMILES,TbPYK inhibitor,Pf growth 96h,Shiga toxin inh,LmPK inhibitor,Pf growth 48h,Cycloheximide cs,AMA1 RON2 block
O=C(O)c1ccc(-n2ccnc2)c([N+](=O)[O-])c1,18%,34%[activator],-11,-8%,1%,0,11%
Cc1ccc(C2(C)NC(=O)N(CC(=O)Nc3ccc(S(=O)(=O)Nc4nccs4)cc3)C2=O)cc1 (centres undefined),3%,0%,x,x,-18%,x,-23%
C/C(=N\NC(=O)C1CC1)c1ccc(Cl)c(Cl)c1,3%,4.1µM*,-15,10%,x,4,12%
Cc1ccccc1CS(=O)(=O)CCC(=O)O,1%,15%,-11,1%,6%,-1,-8%
O=C(NCCCc1ccccc1)c1ccccc1O,-4%,-21%,60*,-3%,x,54*,19%
COc1ccc([N+](=O)[O-])cc1N(CC(=O)NCCCOC(C)C)S(C)(=O)=O,1%,u,-13,3%,1%,-1,-9%
C/C(Cn1nc([N+](=O)[O-])cc1C)=N\NC(=O)COc1c(Cl)cc(Cl)cc1Cl,u,-17%,-12,2%,17%,-10,10%
O=C(O)CC12CC3CC(C1)CC(n1ncc(N4CCC5(CC4)OCCO5)c(Cl)c1=O)(C3)C2,10%,0%,-3,-11%,2%,-3,7%
O=c1c(Cl)c(Cl)cnn1Cc1ccc(F)cc1,3%,u,48,3%,-19%,-6,-4%
O=C(O)C1C2CCC(O2)C1C(=O)NC1CCCCC1 (centres undefined),-4%,22%,-6,4%,1%,-3,13%
CC1CCN(S(=O)(=O)c2c[nH]c(=O)[nH]c2=O)CC1,5%,1%,x,x,-2%,x,-12%

# Profiles from above. Order of screens: TbPYK inhibitor, Pf growth 96h, Shiga toxin inh, LmPK inhibitor, Pf growth 48h, Cycloheximide cs, AMA1 RON2 block
# O=C(O)C1C2CCC(O2)C1C(=O)NC1CCCCC1 (centres undefined) is entered as -4%, 22%, -6, 4%, 1%, -3, 13%
# C/C(=N\NC(=O)C1CC1)c1ccc(Cl)c(Cl)c1 is entered as 3%, 4.1µM*, -15, 10%, x, 4, 12%
# COc1ccc([N+](=O)[O-])cc1N(CC(=O)NCCCOC(C)C)S(C)(=O)=O is entered as 1%, u, -13, 3%, 1%, -1, -9%
# O=C(O)c1ccc(-n2ccnc2)c([N+](=O)[O-])c1 is entered as 18%, 34%[activator], -11, -8%, 1%, 0, 11%
# Cc1ccccc1CS(=O)(=O)CCC(=O)O is entered as 1%, 15%, -11, 1%, 6%, -1, -8%
